FUS yeast rescue: rescues growth of FUS-expressing yeast. actives 0.24% (n = 390,000). S. cerevisiae FUS-expressing, growth rescue, OD600, 24 h. AID 1347120. Potency, µM (top dose mostly 76.6 µM), for inactives: top-dose growth rescue (activation), usual class: activators;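 note: plate controls were DMSO vehicle for no effect and reference control for full effect; nearly all actives have a fitted effect of over 55% in size; some results filed as inactive show a strong effect at the top dose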
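Yeast expressing FUS under galactose induction, OD 0.005 in 2% galactose medium; compounds in a dilution series, 24 h at 30C. Growth rescue by absorbance at 600 nm; CP55940 positive control, DMSO negative.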
EPAC2 ag: activates human EPAC2 exchange factor; Potency, µM (top dose mostly 154 µM), for the others: top-dose activation, hits mostly activators; Q8WZA2; actives 0.079% (n = 360,000); EPAC2 activation, biochemical qHTS; response scale: 100% = 6.5 mM cAMP response; note: nearly all actives have a fitted effect of over 50% in size
Target sequence (Q8WZA2 whole entry, looked up): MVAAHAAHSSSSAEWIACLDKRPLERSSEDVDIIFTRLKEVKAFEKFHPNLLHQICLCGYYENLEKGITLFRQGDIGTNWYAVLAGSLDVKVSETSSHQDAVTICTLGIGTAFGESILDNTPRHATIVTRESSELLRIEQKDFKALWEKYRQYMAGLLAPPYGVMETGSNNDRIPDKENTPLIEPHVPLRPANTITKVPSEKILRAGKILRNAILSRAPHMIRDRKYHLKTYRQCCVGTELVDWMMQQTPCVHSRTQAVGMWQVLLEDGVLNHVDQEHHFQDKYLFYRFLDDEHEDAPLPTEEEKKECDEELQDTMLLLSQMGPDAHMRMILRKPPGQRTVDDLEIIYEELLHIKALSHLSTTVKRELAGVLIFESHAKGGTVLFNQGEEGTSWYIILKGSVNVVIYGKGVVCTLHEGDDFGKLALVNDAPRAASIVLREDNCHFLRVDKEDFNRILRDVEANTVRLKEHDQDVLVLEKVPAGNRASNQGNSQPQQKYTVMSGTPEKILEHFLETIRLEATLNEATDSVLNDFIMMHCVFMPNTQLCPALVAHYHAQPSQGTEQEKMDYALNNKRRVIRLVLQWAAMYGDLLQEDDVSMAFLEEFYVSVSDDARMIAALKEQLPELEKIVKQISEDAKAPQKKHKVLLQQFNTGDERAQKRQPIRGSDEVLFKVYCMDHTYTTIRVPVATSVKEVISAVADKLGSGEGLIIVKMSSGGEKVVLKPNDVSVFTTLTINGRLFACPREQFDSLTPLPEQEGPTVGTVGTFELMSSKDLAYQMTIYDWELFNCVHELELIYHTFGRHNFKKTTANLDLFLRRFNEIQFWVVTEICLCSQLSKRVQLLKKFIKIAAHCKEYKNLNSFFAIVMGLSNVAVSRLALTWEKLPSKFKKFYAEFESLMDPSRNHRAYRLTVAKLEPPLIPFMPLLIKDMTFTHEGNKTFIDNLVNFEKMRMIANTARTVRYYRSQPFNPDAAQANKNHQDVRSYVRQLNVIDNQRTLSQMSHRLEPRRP
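Compounds were added across a concentration range to EPAC2 (100 nM), RAP1B-BODIPY-GDP (250 nM) and GDP (50 uM). After 5 min at room temperature, fluorescence was recorded at 5-min intervals for 30 min.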
aSyn yeast inh: inhibitors of alpha-synuclein toxicity in yeast. Yeast expressing alpha-synuclein, growth rescue, BacTiter-Glo, 24 h. Potency, µM (series often up to 46.1 µM), without a hit: top-dose growth rescue (activation), most hits filed as activators. actives 0.14% (n = 370,000). AID 652106; note: % of control where 0% means no effect; nearly all actives have a fitted effect of over 65% in size
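Screening used galactose-induced yeast with toxic alpha-synuclein levels, exposed to compound for 24 hr at 30 deg C. Cell growth, read with BacTiter-Glo luminescence, gave the measured signal.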
TDP-43 yeast inh: TDP-43 toxicity inhibition in yeast; TDP-43 expressing yeast growth rescue, BacTiter-Glo, 24 h; Potency, µM (series often up to 46.1 µM), for the others: top-dose growth rescue (activation), hits mostly activators; actives 1.8% (n = 410,000); note: % of control where 0% means no effect; nearly all actives have a fitted effect of over 50% in size
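Cell-based yeast growth screen: TDP-43 expression induced in galactose, inoculum OD600=0.02 after raffinose pregrowth to mid-log. Read-out BacTiter-Glo luminescence at 24 hr, 30 deg C; inhibition of toxicity seen as signal increase.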
EPAC1 antagonist: EPAC1 (human) antagonism; EPAC1 GEF assay, Rap1b-BODIPY-GDP exchange fluorescence; Potency, µM (top dose mostly 115 µM), for the others: top-dose activity change, negative = inhibition, actives largely listed as inhibitors; actives 0.14% (n = 360,000);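 note: plate controls were vehicle for no effect and positive control for full effect; nearly all actives have a fitted effect of over 50% in size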
EPAC2 antag: blocks human EPAC2 exchange factor. Q8WZA2. EPAC2 GEF exchange of Rap1B-BODIPY-GDP, fluorescence. Potency, µM (doses to about 114 µM), inactives show at the top dose activity, negative = inhibition, hits mostly inhibitors. actives 0.18% (n = 360,000); note: % is set by controls: 0 for no effect and ±100 for the full control effect; nearly all actives have a fitted effect of over 45% in size; many of its hits are not listed in these tables
EPAC1 ag: agonists of human EPAC1; EPAC1 agonist qHTS, biochemical assay; response scale: 100% = response to 6.5 mM cAMP; Potency, µM (highest dose often 154 µM), for inactives: top-dose activation, usual class: activators; actives 0.073% (n = 360,000); O95398; note: nearly all actives have a fitted effect of over 60% in size
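Nucleotide exchange by EPAC1 (100 nM) on Rap1B–BODIPY-GDP (250 nM) in the presence of 50 uM GDP is tracked fluorescently at 480/540 nm over 30 min. Signals are normalized to a 6.5 mM cAMP control.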
PTHR1 ag: activates the human parathyroid hormone receptor PTHR1 | Potency, µM (doses to about 115 µM), for the others: at the top dose activation, most hits filed as activators | Q03431 | AID 743266 | actives 0.075% (n = 410,000) | HEK293 GP2 PTHR1 cells, GloSensor cAMP luminescence, 1 h; note: nearly all actives have a fitted effect of over 55% in size; some results filed as inactive show a strong effect at the top dose; inactives centre near -15; many of its hits are not listed in these tables
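HEK-293-derived GP2 cells expressing PTHR1 and a GloSensor cAMP reporter, 3,000/well, plated overnight, given luciferin plus IBMX (each 0.5 mM as added) for 1 h at 37 °C, then compound for 1 h at 37 °C. Luminescence was read after 15 min at room temperature.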
Numbers without * were called inactive; i = inactive; ? = inconclusive; . = not tested or not shown; & = joins results of further samples; [ ] = another dose, or the depositor's remark. Calls come from the whole dose curve; as a rule, active = well fitted curve in the direction sought with a large enough effect; inconclusive = small, poorly fitted or top-dose-only effect, or another doubt; inactive = no such curve, though single readings can be large; an effect the other way counts as inactive or inconclusive. Potency is the fitted concentration of half-maximal effect.

SMILES	FUS yeast rescue	EPAC2 ag	aSyn yeast inh	TDP-43 yeast inh	EPAC1 antagonist	EPAC2 antag	EPAC1 ag	PTHR1 ag
C[C@]12CCC(=O)C=C1CC[C@@H]1C2[C@H](O)C[C@]2(C)C(=O)CCC12 (some centres not stated)	-33%	11%	9%	17%	3%	2%	6%	i
N=c1sc2c(n1Cc1ccccc1)CCCC2	3%	-7%	-3%	-9%	14%	14%	-1%	2%
COc1cccc(-n2c(/C=C/c3ccc(O)c(O)c3)nc3ccccc3c2=O)c1	?	12%	6%	3%	?	?	9%	-8%
CN(C)c1ccc(C=C2C(=O)NC(=O)NC2=O)cc1[N+](=O)[O-]	-12%	1%	-5%	-13%	-19%	-10%	12%	-1%
C=C(CO)CC1CC(O)[C@]2(C)OC3CC4OC5C[C@]6(C)O[C@]7(C)CCC8OC9C[C@]%10(C)OC%11C(C)=CC(=O)OC%11CC%10OC9C[C@@H](C)C8OC7CC6O[C@]5(C)C/C=C\C4OC3CC2O1 (some centres not stated)	24%	-9%	10%	9%	0%	-10%	2%	i
Cc1cc(C(=O)CS(=O)c2ccc(F)cc2)cc(C)c1OC(=O)N(C)C (configuration not stated)	-28%	5%	2%	2%	15%	-2%	3%	-3%
CC(=O)Nc1ccc(C(c2c(O)c3ccccc3oc2=O)c2c(C)n(C)n(-c3ccccc3)c2=O)cc1 (configuration not stated)	?	6%	0%	-5%	1%	-4%	2%	?
CCOc1cc2c(cc1OCC)-n1cccc1C(c1ccc(OC)c(O)c1)NC2 (configuration not stated)	11%	19%	0%	-23%	2%	-11%	1%	-6%
O=C1NC(=O)N(Cc2ccc(F)cc2)C(=O)/C1=C\c1ccc([N+](=O)[O-])s1	?	-4%	0%	-9%[1.82 µM]	20µM*	0%	-9%	-32%[inhibitor]
Cc1ccc(C)c(OCc2cc(C(=O)N3C[C@H]4C[C@@H](C3)c3cccc(=O)n3C4)no2)c1	24%	7%	1%	8%	-12%	0%	-26%	-7%
O=C(c1ccco1)C12CN3CN(CN(C3)C1)C2	30%	2%	-10%	8%	0%	20%	-2%	i
O=C(Cc1ccccc1)N1CCN(Cc2ccccc2Cl)CC1	-32%	-4%	7%	16%	-6%	-12%	10%	-4%
COP(=S)(OC)SCn1nnc2ccccc2c1=O	-1%	1%	-25%	?	-18%	5%	-2%	-6%
COc1ccc(CNCCc2ccccc2F)c(OC)c1C	-19%	5%	6%	6%	18%	6%	0%	-33%[inhibitor]
C=Cn1ccnc1P(O)(=S)c1nc(C)c(CCOC(C)=O)s1 (configuration not stated)	14%	9%	3%	-11%[0.397 µM]	2%	-4%	9%	i
Cc1ccc(-n2c(O)c(/C=C/C=Nc3ccccc3)c(=O)[nH]c2=O)cc1	.	-84%[inhibitor]	0%	-2%	29%	?	.	-15%
C#CCOCOCC#CCN(CC)CC	-18%	2%	-9%	12%	-1%	3%	-2%	i
CSc1ccc(CNC(C)C(O)c2ccccc2)cc1 (configuration not stated)	-6%	6%	8%	.	-7%	6%	-4%	i
Cc1cc(C=C2C(=O)NC(=O)NC2=O)c(C)n1-c1ccc2c(c1)OCO2	.	-8%	0%	-31%[inhibitor]	-7%	11%	.	i
O=C(CCN1CCOCC1)NCC(=O)Nc1ccc(Br)cc1C(=O)c1ccccc1	10%	-3%	3%	-6%	5%	5%	0%	i
COc1cccc(CNCCc2cccc(F)c2)c1OC	-1%	4%	-8%	5%	-7%	1%	6%	i
Cn1c(O)c(C=NCCN2CCOCC2)c(=O)[nH]c1=S	-2%	3%	-1%	3%	-1%	-5%	5%	i
CC(CCc1ccccc1)NC(C)C(O)c1ccc(O)cc1 (configuration not stated)	-33%	4%	1%&0%	25%	-11%	6%	-6%	-9%
COc1ccc(Cc2c(O)[nH]c(=S)[nH]c2=O)cc1	13%	-1%	1%	-23%	-12%	-7%	-5%	24%
NC(Cc1ccccc1)Cc1ccccc1	-18%	9%	3%	-3%	-2%	-5%	15%	i
CS(=O)(=O)N1Cc2cnnn2-c2ccccc2C1C#N (configuration not stated)	-17%	5%	-4%	12%	-2%	5%	0%	i
COP(=O)(OC)C(NS(=O)(=O)c1ccccc1)C(Cl)(Cl)Cl (configuration not stated)	15%	-1%	0%	22%[9.22 µM]	-6%	9%	-3%	i
COc1ccc2c(c1)c(C(=O)C(C)N1CCCCC1)c(C)n2C (configuration not stated)	-18%	-2%	3%	3%	12%	6%	-2%	i
CCN(CC)C(=O)c1ccc(NC(=O)c2cccc(F)c2)cc1	9%	-5%	1%	1%	-3%	-2%[57.1 µM]	5%	-9%[57.5 µM]
CCOC(=O)N1CCN(C(=O)c2ccc3c(=O)n(CCC4=CCCCC4)c(=S)[nH]c3c2)CC1	-1%	-12%	3%	-3%	0%	-1%	14%	?
O=C(CCc1nnc2ccc(NCc3ccc(F)cc3)nn12)N1CCC2(CC1)OCCO2	3%	-4%	-4%	2%	9%	2%	-2%	i
CN[C@H](C)[C@H](O)c1ccccc1	-35%	5%	6%	2%	-5%	10%	-19%	-26%
CSc1ccc(C(=O)C2CCCN(Cc3cc4ccccc4[nH]3)C2)cc1 (configuration not stated)	35%	12%	3%	0%	?	-15%	15%	-57%[inhibitor]
O=C1C(Cl)=C(N2CCCCCC2)C(=O)N1c1ccccc1	4%	17%	2%	11µM*	0%	-14%	10%	-32%[inhibitor]
C=C(C=O)CC1CC(O)[C@]2(C)OC3C[C@@H]4OC5C[C@]6(C)O[C@]7(C)CCC8OC9C[C@]%10(C)OC(/C(C)=C\CO)C(O)CC%10OC9CC(C)C8OC7CC6O[C@]5(C)C/C=C\C4OC3CC2O1 (some centres not stated)	?	1%	1%	18%	-18%	-5%	-28%	-17%
O=S1(=O)CCN(CCc2c[nH]c3ccccc23)CC1	5%	3%	-12%	-18%[0.397 µM]	-3%	11%	1%	i
CC[n+]1c(SC)ccc2cc(OC)ccc21	-8%	10%	-2%	-4%	1%	-1%	12%	i
CC1CCC(NCC(O)c2ccccc2)CC1 (configuration not stated)	22%	7%	-2%	-9%	6%	-2%	8%	4%[57.5 µM]
CCOc1cc2c(cc1OCC)-n1cccc1C(c1ccccc1O)NC2 (configuration not stated)	-1%	5%	2%	6%	-14%	?	9%	i
COc1ccc(CNCCc2ccc(Cl)cc2Cl)cc1	5%	-7%	-5%	5%	-6%	-1%	7%	-39%[inhibitor]
O=C(Nc1ccccc1)C1=C[C@H](c2ccccc2)C[C@H](OCCCCO)O1	6%	10%	-1%	-61%[inhibitor]	-14%	1%	1%	-22%
O=c1[nH]c(=O)n(CCc2ccc(F)cc2)c(O)c1C=NCCCN1CCOCC1	0%	12%	-1%	5%	3%	11%	5%	i
Cc1cc(N2C(=O)CC(N3CCC(n4c(=O)[nH]c5ccccc54)CC3)C2=O)no1 (configuration not stated)	1%	-11%	?	21%	2%	2%	1%	i
O=c1cccc2n1CC1CC2CN(Cc2c(F)cccc2Cl)C1 (configuration not stated)	.	6%	-6%	11%	-5%	12%	-9%	-18%
CC(=O)C1CCC2C3CC(O)C4CC(O)CCC4(C)C3CCC12C (configuration not stated)	-5%	1%	-5%	3%	8%	-12%	-19%	-13%
CC12CCC(=O)C=C1CCC1C2CCC2(C)C1CCC2(O)CC#N (configuration not stated)	40%	-2%	1%	-23%	7%	15%	.	-1%
COC(=O)C1=C(c2ccc(-c3ccccc3)c(F)c2)C[C@@H]2CC[C@H]1N2C(=O)N1CCCCC1	38%	6%	-21%	-1%	-8%	-17%	1%	-48%[inhibitor]
O=C(c1cccc(N2CCCC2=O)c1)N1CCC2(CC1)OCCO2	23%	6%	-10%	-12%	10%	18%	-6%	i
NC(CCc1ccccc1)c1csc(NC(=O)Nc2ccccc2Oc2ccccc2)n1 (configuration not stated)	?	9%	-49%[inhibitor]	9%	-5%	-2%	-3%	i
CCOP(=O)(OCC)C(NC(=O)CC(C)C)C(Cl)(Cl)Cl (configuration not stated)	-6%	1%	3%	12%	5%	13%	5%	-18%
C[C@]12CCC3C(CC[C@H]4C[C@H](O)CC[C@]34C)C1C[C@@H](O)[C@@H]2O (some centres not stated)	25%	4%	10%	-20%	-11%	10%	3%	-5%
O=C1C=C(NS(=O)(=O)c2ccccc2)C(=O)c2ccccc21	-11%	2%	18%	-15%	-5%	?	-2%	-26%
N=Cc1c(O)n(-c2cccc(Cl)c2)c(=O)[nH]c1=O	-4%	-2%	-7%	-1%	19%	9%	-2%	-4%[57.5 µM]
C[C@H]1CC[C@H]2NCCN[C@H]2C1	20%	3%	1%	0%	-16%	0%	-1%	?
Cc1cc([N+](=O)[O-])c(Cl)cc1NC(=O)C(C)C	-15%	5%	-12%	9%	0%	3%	-1%	-22%
O=C(COc1ccccc1)N1CCN(C2CCCC2)CC1	11%	11%	-1%	9%	-12%	10%	0%	i
Cc1ccc(S(=O)(=O)N(C)c2ccc(C(=O)NCC3(N(C)C)CCCCC3)cc2)cc1	15%	-4%	1%	-1%	-9%	2%	-14%	i

Seven entries already listed, ordered by count of non-hydrogen atoms, low to high.
SMILES	FUS yeast rescue	EPAC2 ag	aSyn yeast inh	TDP-43 yeast inh	EPAC1 antagonist	EPAC2 antag	EPAC1 ag	PTHR1 ag
Cc1cc([N+](=O)[O-])c(Cl)cc1NC(=O)C(C)C	-15%	5%	-12%	9%	0%	3%	-1%	-22%
COc1ccc(CNCCc2ccc(Cl)cc2Cl)cc1	5%	-7%	-5%	5%	-6%	-1%	7%	-39%[inhibitor]
O=C(c1cccc(N2CCCC2=O)c1)N1CCC2(CC1)OCCO2	23%	6%	-10%	-12%	10%	18%	-6%	i
Cc1cc(C(=O)CS(=O)c2ccc(F)cc2)cc(C)c1OC(=O)N(C)C (configuration not stated)	-28%	5%	2%	2%	15%	-2%	3%	-3%
O=c1[nH]c(=O)n(CCc2ccc(F)cc2)c(O)c1C=NCCCN1CCOCC1	0%	12%	-1%	5%	3%	11%	5%	i
Cc1ccc(S(=O)(=O)N(C)c2ccc(C(=O)NCC3(N(C)C)CCCCC3)cc2)cc1	15%	-4%	1%	-1%	-9%	2%	-14%	i
CC(=O)Nc1ccc(C(c2c(O)c3ccccc3oc2=O)c2c(C)n(C)n(-c3ccccc3)c2=O)cc1 (configuration not stated)	?	6%	0%	-5%	1%	-4%	2%	?

This is a subset. The share of hits here may be higher or lower than overall.
